TRPML3 ag: human TRPML3 channel agonists, primary screen, cell-based, HEK293 TRPML3-YFP, Fluo-8 calcium fluorescence, 3 µM | Mucolipin-3 (Homo sapiens), Q8TDD5 | 100% = the carbachol control signal | activation, % at 3 µM | hit rate 0.29% among 220,000 | AID 1448, 2008;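 active means activation above its plate's cutoff, the mean activation of the plate's test wells plus 3 SD, cut at about 12% in these data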;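 further: 0% = DMSO only wells and 100% = carbachol wells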
Target sequence (Q8TDD5 whole entry, looked up): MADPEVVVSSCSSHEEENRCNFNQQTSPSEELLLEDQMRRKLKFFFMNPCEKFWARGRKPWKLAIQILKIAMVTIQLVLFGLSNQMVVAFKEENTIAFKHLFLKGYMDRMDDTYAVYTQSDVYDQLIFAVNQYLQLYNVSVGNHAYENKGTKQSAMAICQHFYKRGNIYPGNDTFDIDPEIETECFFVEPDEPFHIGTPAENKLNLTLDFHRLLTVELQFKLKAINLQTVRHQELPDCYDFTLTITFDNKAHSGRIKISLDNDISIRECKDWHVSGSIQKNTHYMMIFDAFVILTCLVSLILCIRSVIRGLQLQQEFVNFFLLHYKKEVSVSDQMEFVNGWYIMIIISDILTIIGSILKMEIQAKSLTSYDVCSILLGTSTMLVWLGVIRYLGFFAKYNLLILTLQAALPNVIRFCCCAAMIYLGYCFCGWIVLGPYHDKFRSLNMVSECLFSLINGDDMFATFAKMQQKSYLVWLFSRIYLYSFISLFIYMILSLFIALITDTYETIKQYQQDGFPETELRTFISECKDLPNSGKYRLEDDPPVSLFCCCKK
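Test system: TRPML3-YFP stable HEK293 cells. Doses: single point at 3 µM. Incubation: dye loading 1 h 37 °C then 30 min ambient, 125 s read. Signal: Fluo-8 calcium dye fluorescence, ex 470-495, em 515-575 nm. Measure: percent activation from peak-to-basal fluorescence ratio, scaled between DMSO and carbachol.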
PERK inhibitor: block of dimerizer-induced PERK translation repression, primary screen, PERK inhibitor project, CHO PERK-DD cells, SEAP luminescence, HTS | CHO PERK-DD fusion, SEAP luminescence translation reporter | AID 1416, 2008 | inhibition, % at 5.6 µM | hit rate 0.17% among 220,000;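 active means inhibition above the mean inhibition of all tested compounds plus 3 SD, set separately per screening campaign, cut at about 2.9% in these data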;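 further: PERK kinase domain activated by AP20187 dimerizer at 100 nM; 0% = DMSO with dimerizer and 100% = rapamycin at 8.4 µM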
m-calpain inh: inhibitors of pig calpain II, primary screen, biochemical, fluorogenic peptide substrate, 1536-well; AID 1236, 2008; purified calpain II, 30 min; hit rate 0.37% among 220,000; inhibition, % at 16 µM;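 active means inhibition above about 50%, limit read from the data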
S1P4 antagonist: S1P4 receptor antagonists, primary screen, cell-based. hit rate 0.26% among 220,000. Sphingosine 1-phosphate receptor 4 (Homo sapiens), O95977. inhibition, % at 4.98 µM. S1P4-expressing cells, antagonist mode, reporter read-out. AID 1510, 2009; in the data active means inhibition above about 29%;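 further: 0% = wells stimulated with agonist and 100% = vehicle wells without agonist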
S1P4 agonist: S1P4 receptor agonists, primary screen, cell-based; Sphingosine 1-phosphate receptor 4 (Homo sapiens), O95977; S1P4-expressing cell line, agonist reporter assay; activation, % at 4.98 µM; hit rate 0.35% among 220,000; in the data active means activation above about 11%;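 further: 0% = DMSO vehicle and 100% = reference agonist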
BaF3 tox: parental Ba/F3 cell viability inhibition, counter-screen for JAK2V617F inhibitor project, murine pro-B, CellTiter-Glo luminescence; CellTiter-Glo ATP luminescence; inhibition, % at 5.6 µM; hit rate 1.1% among 220,000;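 active means inhibition above a per-campaign cutoff, the mean inhibition of all tested compounds plus 3 SD, cut at about 27% in these data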;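 further: 0% = DMSO wells and 100% = JAK Inhibitor I control wells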
Ba/F3 V617F tox: reduced viability of JAK2V617F-dependent Ba/F3 cells, primary screen, JAK2V617F inhibitor project, cell-based, Ba/F3 EpoR-JAK2V617F, luminescence; hit rate 1.1% among 220,000; ATP luminescence; inhibition, % at 5.6 µM;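 active means inhibition above the campaign mean plus 3 SD over all tested compounds, cut at about 24% in these data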;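 further: cytokine-independent growth of Ba/F3 cells driven by EpoR plus mutant JAK2; 0% = DMSO-treated cells and 100% = JAK inhibitor I control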
EP2 modulator: EP2 receptor modulators, cAMP readout, primary screen, cell-based, HTRF cAMP, PGE2 stimulation | hit rate 0.83% among 260,000 | induction, % at 25 µM | Prostaglandin E2 receptor EP2 subtype (Homo sapiens), P43116 | EP2-expressing cells, cAMP HTRF FRET, PGE2 co-stimulation | AID 940, 2007;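 active means compounds whose cAMP rise, as percent of the full-agonist control response, exceeds 60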;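 further: rat C6 glioma line stably carrying human EP2 under a CMV promoter; the protocol text gives 20 µM as final concentration; 100% = response of wells given 1 µM PGE2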
Target sequence (P43116 whole entry, looked up): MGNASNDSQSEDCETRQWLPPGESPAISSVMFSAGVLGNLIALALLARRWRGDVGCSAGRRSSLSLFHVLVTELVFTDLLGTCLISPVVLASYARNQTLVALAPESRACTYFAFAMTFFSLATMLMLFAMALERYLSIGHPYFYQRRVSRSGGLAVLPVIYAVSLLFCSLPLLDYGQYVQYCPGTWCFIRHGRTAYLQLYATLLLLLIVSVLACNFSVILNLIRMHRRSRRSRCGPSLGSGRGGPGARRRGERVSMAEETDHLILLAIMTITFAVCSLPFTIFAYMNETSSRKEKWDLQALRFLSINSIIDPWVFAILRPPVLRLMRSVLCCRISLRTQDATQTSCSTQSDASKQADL
TRPN1 ag: zebrafish TRPN1 channel agonists, primary screen, cell-based, HEK293, calcium fluorescence | activation, % at 3 µM | hit rate 0.18% among 220,000 | HEK293 zebrafish TRPN1-YFP, Fluo-8 calcium fluorescence; 100% = response to 87 µM carbachol | transient receptor potential cation channel N1 (TRPN1/NompC), Danio rerio;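 active means activation above its plate's cutoff, the mean activation of test wells on that plate plus 3 SD, cut at about 19% in these data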;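 further: 0% = DMSO alone and 100% = 87 µM carbachol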
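Material: zebrafish TRPN1-YFP in HEK293 cells; Doses: single test compound dose, 3 µM nominal, 0.3% DMSO; Timing: dye loading 1 h at 37 °C, then 30 min room temperature; Technique: intracellular calcium fluorescence with Fluo-8; Benchmarks: high carbachol 87 µM, low DMSO alone.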
* = called active by the depositor; i = inactive; & = joins results of further samples.

SMILES | TRPML3 ag | PERK inhibitor | m-calpain inh | S1P4 antagonist | S1P4 agonist | BaF3 tox | Ba/F3 V617F tox | EP2 modulator | TRPN1 ag
CCCn1nnc2c(=O)oc3ccccc3c21 | 0.5 | 1.8 | -14 | 0 | -2.0 | 6 | 0 | -39 | 1.2
O=C(CN1CCN(c2nc(-c3ccccc3)cs2)CC1)Nc1ccc2c(c1)OCO2 | 0.5 | 0.8 | 17 | -13 | 1.6 | 8 | -1 | -34 | -1.3
Cc1ccc(S(=O)(=O)N2CCCC2C(=O)N2CCCCCC2)cc1 (configuration not stated) | 0.1 | -1.1 | 0 | -12 | 3.9 | 0 | 2 | -1 | 1.2
O=C(/C=C/c1cccc(Br)c1)NCc1ccncc1 | 1.1 | -0.2 | -5 | -17 | -1.8 | 10 | 3 | -56 | 1.6
Cc1cccc(NC(=O)C(=O)NCCCc2ccccc2)c1 | -0.2 | 1.1 | -11 | -1 | 0.0 | 1 | -1 | -40 | -2.4
Cc1ccc(OCCSc2nc(N)cc(N)n2)cc1 | 0.4 | 0.8 | 9 | -6 | -1.3 | -3 | -6 | -48 | 0.3
C=CCN1CC(c2nc3ccccc3n2CCOc2ccccc2)CC1=O (configuration not stated) | -0.8 | -0.1 | 0 | -13 | -0.6 | 1 | -4 | -17 | 0.2
O=C(Nc1ccc(-c2nc3ccccc3[nH]2)cc1)C1CCCO1 (configuration not stated) | 1.0 | 0.4 | -53 | -25 | -0.2 | 22 | 15 | -8 | -0.2
Cc1ccc(/C=N/NC(=O)CCSc2ccccc2)cc1 | 0.7 | 1.3 | 12 | -24 | 0.7 | 8 | -1 | -14 | 1.2
CCS(=O)(=O)Nc1cccc(C2=NN(S(=O)(=O)c3ccccc3)C(c3ccco3)C2)c1 (configuration not stated) | 0.1 | 1.4 | -7 | 3 | 0.2 | 0 | 2 | 0 | 1.2
C=CCn1c(CNc2ccc(C)cc2)nnc1SCC(=O)N/N=C/c1ccc(O)cc1O | 0.2 | 0.9 | 2 | 11 | -3.2 | 3 | 0 | 17 | -1.0
Cc1ccc(C(=O)NS(=O)(=O)c2ccc(N=NN(C)C)cc2)cc1 | 0.3 | 1.7 | -9 | -1 | -0.1 | 2 | -2 | 12 | -0.1
Cc1[nH]oc(=O)c1N=Nc1ccccc1 | 1.2 | 1.2 | -8 | -3 | 0.0 | 1 | -3 | 18 | -0.6
c1ccc(C[n+]2cccc(-c3ccccc3)c2)cc1 | 0.1 | 0.6 | -5 | -20 | 0.8 | 64* | 65* | 7 | 0.2
O=C(O)CCn1c(-c2ccccc2)cc2ccccc21 | 1.4 | 0.3 | -90 | 8 | 0.1 | 10 | -5 | -7 | 0.7
Cc1ccc[n+](CC(=O)Nc2nc3ccccc3s2)c1 | 0.5 | 0.6 | -8 | -14 | 3.3 | 2 | -4 | 1 | -1.4
O=C(O)CCC(=O)Nc1ccc(C(=O)OCC(=O)c2ccc(Cl)cc2)cc1 | 0.6 | -0.9 | 3 | -15 | 1.7 | 2 | 2 | 17 | 1.5
C/C(=N/NC(=O)CCC(=O)Nc1cccc(Cl)c1)c1ccc(C)cc1 | 1.0 | 0.0 | 20 | -14 | 0.6 | 8 | 10 | -18 | 2.0
CC(C)C(NC(=O)OCc1ccccc1)C(=O)O (configuration not stated) | 0.4 | 0.5 | -17 | -7 | 1.4 | 0 | 1 | 23 | -0.1
COc1cccc(C(=O)N2c3ccccc3Sc3ccccc32)c1 | -1.3 | -0.5 | 52* | -16 | 0.1 | 8 | 4 | -5 | -3.2
O=C(/C=C/c1ccccc1)Nc1ccc(CN2CCOCC2)cc1 | 2.9 | -0.3 | -6 | -10 | 0.8 | 2 | -3 | -6 | 7.3
O=C(Nc1ccccc1C(F)(F)F)N1CCCCCC1 | 1.0 | 0.5 | 18 | -3 | 0.1 | -1 | 3 | 0 | 2.1
CC1(C)Oc2ccc3ccc(=O)oc3c2/C(=C/Nc2ccccc2)C1=O | 0.9 | 0.8 | -12 | -13 | 2.9 | 3 | 2 | 41 | 0.4
COC(=O)c1c(NC(C)=O)sc(C(=O)Nc2ccccc2F)c1C | 0.2 | -0.3 | -14 | -1 | -1.2 | -1 | -2 | -17 | -0.7
Cc1ccc(S(=O)(=O)N(CC(=O)N2CCC(C(N)=O)CC2)Cc2ccc(F)cc2)cc1 | -0.5 | -0.8 | 2 | -1 | 2.2 | 8 | 3 | 22 | -0.3
COCC(=O)Nc1nc(-c2ccccc2)c(C)s1 | -0.1 | -0.2 | -15 | -16 | 0.7 | -1 | -4 | 29 | -1.0
Cc1cc(=O)cc(C)n1-c1ccc(F)cc1F | 0.0 | -0.1 | 23 | 3 | -0.6 | 0 | 0 | 16 | 1.8
CCN(CC)C(=O)C1CCCN(Cc2ccccc2C(F)(F)F)C1 (configuration not stated) | 0.5 | 0.0 | -31 | -10 | -2.5 | 7 | 0 | -9 | 1.8
Cc1cc(C(=O)NCCc2ccccc2)ccc1[N+](=O)[O-] | 0.2 | 0.4 | 30 | -2 | -0.4 | 5 | -4 | -5 | 1.7
c1ccc(-c2noc(-c3cccnc3)n2)nc1 | 0.3 | 1.3 | 9 | -3 | 3.0 | 9 | 3 | 3 | 0.7
CCC(Oc1cc(Cl)ccc1Cl)C(=O)NNC(=O)CCC(=O)O (configuration not stated) | 0.8 | 0.8 | -5 | -5 | -0.4 | 4 | 1 | 14 | 0.2
Cc1ccc(Cc2c(C)c(C#N)c3[nH]c4ccccc4n3c2=O)cc1 | 2.6 | 2.1 | -16 | -7 | -0.9 | -3 | 1 | -6 | 4.5
COCCNC(=O)C(OC(=O)CC1Sc2ccccc2NC1=O)c1ccncc1 (configuration not stated) | 0.4 | -0.6 | -10 | -11 | 1.0 | 1 | -4 | 6&-29 | 0.7
CC(C)(C)c1ccc(S(=O)(=O)Nc2cccc(C3OCCCO3)c2)cc1 | 0.6 | 0.7 | 3 | -20 | 0.7 | 2 | -4 | -20 | 0.4
Cc1sc(-c2ccncc2)nc1OC(=O)c1ccc(Cl)cc1 | -1.0 | 0.2 | -30 | 6 | -0.6 | -2 | 6 | 15 | -1.2
O=C(Nc1nccs1)c1cc2c(s1)CCCCC2 | 0.5 | -0.3 | 5 | 16 | 2.2 | 7 | -1 | -17 | 0.8
CCCCn1c2c(c(=N)c3ccccc31)CCC2 | 0.6 | -0.7 | 32 | 8 | -1.2 | 61* | 71* | -23 | 1.3
COc1cccc(C2NC(c3cccc(OC)c3O)C(C)C(=O)C2C)c1O (configuration not stated) | -0.1 | -0.8 | 14 | 1 | -0.1 | 2 | 0 | -9 | -2.1
Cc1cc2cc3c(cc2nc1SCC(=O)Nc1c(C)cccc1C)CCC3 | -0.3 | 1.5 | 1 | -1 | 0.1 | 4 | 1 | 41&24 | -0.7
COc1ccc(CN2C(=O)CN=C2Nc2cc(C)ccc2C)cc1 | -1.2 | -1.1 | -6 | 4 | 1.6 | 7 | 3 | 70* | -0.7
Cc1ccc(-c2nc(C#N)c(NCCCn3ccnc3)o2)cc1 | 1.4 | -0.3 | i | 4 | -2.1 | 8 | -2 | -20 | 1.2
O=C(CN1CCN(C(=O)c2ccccc2)CC1)Nc1ccc(Br)cn1 | 1.3 | 0.2 | 19 | -3 | -1.9 | 3 | 1 | 17 | 1.8
CCOC(=O)Nc1ccc2c(c1)N(C(=O)N(CC)CC)c1ccccc1CC2 | -0.9 | -1.3 | 19 | -5 | 1.5 | 1 | 4 | 1 | -1.5
O=C(CS(=O)c1cccc(C(F)(F)F)c1)Nc1ccccc1Cl (configuration not stated) | -0.7 | 0.5 | -3 | -8 | 1.2 | 5 | -1 | 10 | -0.6
Cc1ccsc1C(=O)OCC(=O)Nc1cccc(S(=O)(=O)N2CCOCC2)c1 | 0.2 | 0.2 | 13 | -13 | 2.8 | 2 | -3 | -1 | -0.3
O=C(C[n+]1ccccc1)N1c2ccccc2Sc2ccccc21 | -0.2 | -0.2 | 19 | -5 | 0.2 | 11 | 3 | -21 | 1.2
COc1ccccc1CNC(=O)CNC(=O)c1cn(-c2ccccc2OC)c(=O)c2ccccc12 | -0.2 | 1.5 | -33 | 5 | 17* | 6 | -3 | -12 | 0.2
CCOc1ccc2ncc(S(=O)(=O)c3ccccc3)c(N3CCN(c4ccc(OC)cc4)CC3)c2c1 | 0.5 | -0.5 | 22 | -19 | 0.8 | 2 | 0 | 38 | -1.4
O=[N+]([O-])c1nn(-c2ccc3c(c2)OCCO3)n(O)c1=NC1CCN(Cc2ccccc2)CC1 | 0.3 | -0.7 | 9 | 7 | 1.8 | 6 | 1 | -11 | 0.0
O=C(CSc1nc(-c2ccncc2)nn1CC(=O)N1CCCCC1)NC1CCCC1 | 0.7 | 0.0 | 0 | -8 | 0.3 | 6 | -1 | 15 | 1.2
COc1ccc(C2C(C(C)=O)=C(O)C(=O)N2Cc2cccnc2)cc1 (configuration not stated) | 0.4 | 1.2 | 24 | 1 | -1.2 | 3 | -1 | 19 | 0.7
O=C(Nc1cccc([N+](=O)[O-])c1)C1C2CC/C=C\CCC21 (configuration not stated) | 0.1 | 1.1 | -12 | 4 | -0.2 | -3 | -4 | -66 | -0.4
COC(=O)c1ccccc1NC(=O)C1CCCCC1C(=O)O (configuration not stated) | -0.3 | -0.2 | -70 | -7 | 1.3 | 5 | 3 | -4 | -0.2
Cn1cnc([N+](=O)[O-])c1C(=O)Nc1cccc([N+](=O)[O-])c1 | 0.8 | 2.2 | 14 | -16 | 1.4 | -2 | -1 | -5 | -1.2
CC(C)(C)c1ccc(NC(=O)COC(=O)C2(C)CC2(Cl)Cl)cc1 (configuration not stated) | -0.2 | 0.4 | 13 | -9 | -0.1 | -3 | -3 | -50 | -0.3
CC(=O)c1cc2c(cc1NC(=O)CCCC(=O)O)OCO2 | -0.2 | -0.4 | -18 | -33 | -0.2 | 1 | 1 | 32 | 0.4
CC1(C(=O)N(c2ccccc2)C(C(=O)NC2CCCC2)c2ccccn2)CC(=O)N=C2C=CC=CN21 (configuration not stated) | 0.5 | 0.4 | -318 | 7 | -1.5 | 2 | 3 | 9 | 0.2

Three structures already listed, ordered by formula weight, lowest first.
SMILES | TRPML3 ag | PERK inhibitor | m-calpain inh | S1P4 antagonist | S1P4 agonist | BaF3 tox | Ba/F3 V617F tox | EP2 modulator | TRPN1 ag
CC(=O)c1cc2c(cc1NC(=O)CCCC(=O)O)OCO2 | -0.2 | -0.4 | -18 | -33 | -0.2 | 1 | 1 | 32 | 0.4
Cc1ccc(-c2nc(C#N)c(NCCCn3ccnc3)o2)cc1 | 1.4 | -0.3 | i | 4 | -2.1 | 8 | -2 | -20 | 1.2
CCOc1ccc2ncc(S(=O)(=O)c3ccccc3)c(N3CCN(c4ccc(OC)cc4)CC3)c2c1 | 0.5 | -0.5 | 22 | -19 | 0.8 | 2 | 0 | 38 | -1.4

Hits appear at their usual frequency; about 3.6% have a hit in one of these screens.
